Source: PubChem BioAssay
PGC1a acetyl inh – inhibitors of PGC1a acetylation signal, primary screen, cell-based, U2OS, AlphaScreen, inhibitor mode. 0.17% of 350,000 active. AlphaScreen anti-acetyl-lysine; with virally co-expressed GCN5 acetyltransferase. AID 651687, 2012. inhibition, % at 15.6 µM;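 active = every replicate shows inhibition of at least 40%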;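 note: 0% = neutral control wells and 100% = positive control wells; some results beyond the cut were filed as inactive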
S100A4 MyoIIA – inhibitors of S100A4-myosin IIA peptide binding, primary screen, biochemical, fluorescence polarization, TAMRA-MyoIIA peptide | Protein S100-A4 (Homo sapiens), P26447 | inhibition, % at 10.7 µM | 0.14% of 360,000 active | AID 652163, 2013;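 active = mean inhibition of at least 70% across replicates, with every replicate also reaching that level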
Target sequence (P26447 whole entry, looked up): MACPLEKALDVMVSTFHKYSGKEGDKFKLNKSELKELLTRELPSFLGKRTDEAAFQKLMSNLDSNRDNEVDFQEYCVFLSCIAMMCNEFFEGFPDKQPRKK
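Test system: S100A4 monomer protein. Medium: HEPES buffer with Ca2+, pH 7.2. Reagent: fluorescent myosin IIA peptide, 5 nM. Compound dosing: single-point compound testing. Timing: 5 min between mix addition and reading. Benchmarks: DMSO neutral and TFP positive wells.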
FN deposition inh – inhibitors of fibronectin matrix deposition, primary screen, AH1F cells, Alexa488-fibronectin fluorescence, plate reader. AH1F fibroblasts, overnight. inhibition, % at 12.6 µM. 0.086% of 350,000 active;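 active = mean inhibition across replicates of 30% or more, regardless of how many single replicates reach that level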;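 note: positive control wells lacked labelled fibronectin entirely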
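Assay system: AH1F fibroblasts / Quantity: 10000 cells per well / Medium: DMEM plus 2% serum, read in PBS / Reagent: labelled fibronectin 24 nM / Dosing: single dose, pinned / Times: 1 h cell attachment, overnight exposure to compound and label / Signal: fluorescence, ex 485 nm, em 525 nm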
ERAP1 inh – human ERAP1 aminopeptidase inhibitors, primary screen, biochemical, single point, plate reader | AID 652197, 2013 | recombinant ERAP1, Leu-AMC fluorescence, 60 min | 0.15% of 340,000 active | inhibition, % at 10.7 µM;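 active = mean replicate inhibition of at least 30%, or all replicates individually reaching that 30% level; inactive = mean below 30% and not every replicate reaching it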;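 note: 0% = neutral control wells and 100% = L-leucinethiol positive control wells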
Target sequence (Q9NZ08 whole entry, looked up): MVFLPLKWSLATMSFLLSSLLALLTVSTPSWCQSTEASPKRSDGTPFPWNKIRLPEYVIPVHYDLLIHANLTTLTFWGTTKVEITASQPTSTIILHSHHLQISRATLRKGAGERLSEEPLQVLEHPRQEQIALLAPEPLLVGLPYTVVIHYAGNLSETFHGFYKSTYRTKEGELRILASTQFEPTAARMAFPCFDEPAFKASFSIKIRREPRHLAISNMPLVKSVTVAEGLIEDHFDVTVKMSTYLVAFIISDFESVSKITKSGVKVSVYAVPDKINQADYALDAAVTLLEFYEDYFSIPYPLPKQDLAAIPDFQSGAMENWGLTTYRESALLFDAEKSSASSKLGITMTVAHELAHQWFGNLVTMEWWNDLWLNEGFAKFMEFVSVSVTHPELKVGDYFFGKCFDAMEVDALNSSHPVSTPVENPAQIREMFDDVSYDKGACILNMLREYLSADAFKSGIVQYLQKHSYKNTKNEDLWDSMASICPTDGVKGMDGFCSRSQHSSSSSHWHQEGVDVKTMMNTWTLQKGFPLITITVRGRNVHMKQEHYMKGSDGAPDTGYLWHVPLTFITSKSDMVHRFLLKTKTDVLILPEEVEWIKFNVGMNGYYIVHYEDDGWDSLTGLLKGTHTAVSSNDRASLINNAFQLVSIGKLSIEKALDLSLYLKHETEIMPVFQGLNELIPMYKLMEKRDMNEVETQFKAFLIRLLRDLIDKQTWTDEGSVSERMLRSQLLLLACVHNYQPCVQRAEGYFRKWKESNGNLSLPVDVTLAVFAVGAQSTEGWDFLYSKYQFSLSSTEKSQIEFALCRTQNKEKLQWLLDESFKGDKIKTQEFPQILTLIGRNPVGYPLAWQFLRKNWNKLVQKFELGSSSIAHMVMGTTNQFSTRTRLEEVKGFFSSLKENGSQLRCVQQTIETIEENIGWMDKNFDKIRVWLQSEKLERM
LGR2 inh – inhibitors of bursicon-induced LGR2 CRE-luciferase signal, primary screen, cell-based, HEK293, CRE-luciferase reporter, bursicon stimulation. Drosophila bursicon receptor LGR2 (rickets). bursicon-stimulated, 4 h. inhibition, % at 9.99 µM. 0.35% of 380,000 active. AID 720647, 2013;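 active = drop in luminescence signal, shown as inhibition above about 50% in the replicate tests, limit read from the data, passing the limit was not always enough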;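 note: agonist challenge used bursicon conditioned medium at about half maximal strength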
PglD inh – C. jejuni PglD acetyltransferase inhibitors, primary screen, biochemical, DTNB colorimetric, single point; 0.098% of 360,000 active; purified PglD enzyme, DTNB colorimetric CoA detection; UDP-N-acetylbacillosamine N-acetyltransferase PglD (Campylobacter jejuni); inhibition, % at 12.5 µM; in the data active = inhibition above about 16%, passing the limit was not always enough; note: strong numbers were not always called active
EWS-Fli inh – EWS/Fli-driven NR0B1 reporter inhibitors, primary screen, A673 cells, NR0B1 luciferase, luminescence, MLPCN library; inhibition, % at 12.6 µM; viability-normalised; AID 651661, 2012; 0.67% of 350,000 active;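 active = mean inhibition of at least 50% after viability correction, with every replicate also passing that limit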;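 note: firefly luciferase signal divided by Alamar Blue viability fluorescence both relative to DMSO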
PAX8 inh HTS – inhibitors of PAX8-driven TPO luciferase reporter, primary screen, RMG-I cells, single concentration | SteadyGlo, 24 h | inhibition, % at 12.6 µM | 1.2% of 360,000 active | AID 652154, 2013;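 active = mean replicate inhibition at least 60% with every replicate also reaching 60%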;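 note: luciferase light reporting Pax8 driven TPO promoter activity; plate controls were median of neutral control wells for no effect and mitoxantrone controls for full effect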
Active calls of the source: *.

Screening CC(C)C#Cc1cnc2c(c1)C(=O)N([C@@H](C)CO)C[C@H](C)[C@@H](CN(C)Cc1cncnc1)O2 returned PGC1a acetyl inh 10, S100A4 MyoIIA -9, ERAP1 inh -2, LGR2 inh -4, PglD inh -4, EWS-Fli inh -5 and PAX8 inh HTS -13.
For C[C@H]1CN([C@@H](C)CO)S(=O)(=O)c2ccc(C3=CCCCC3)cc2O[C@H]1CN(C)Cc1ccccn1 the results were PGC1a acetyl inh -11, S100A4 MyoIIA -13, FN deposition inh -22, ERAP1 inh 0, LGR2 inh 14, PglD inh -2, EWS-Fli inh 16 and PAX8 inh HTS 0.
Cc1ccc(SCC(=O)N(C)CC(=O)Nc2cccc(F)c2)cc1 was read as PGC1a acetyl inh 7, S100A4 MyoIIA 21, FN deposition inh -2, ERAP1 inh -6, LGR2 inh -9, EWS-Fli inh -2 and PAX8 inh HTS -5.
For COC(=O)CN1C(=O)C(O)(CC(=O)c2cccc(Br)c2)c2ccccc21 (stereo unspecified) the results were PGC1a acetyl inh 1, S100A4 MyoIIA 6, FN deposition inh -2, ERAP1 inh 0, LGR2 inh -10, PglD inh 1, EWS-Fli inh 28 and PAX8 inh HTS -20.
Screening O=C(NNC(=O)c1nn(-c2ccc(F)cc2)ccc1=O)Nc1cccc(Cl)c1 returned PGC1a acetyl inh 6, S100A4 MyoIIA 2, FN deposition inh -5, ERAP1 inh -3, LGR2 inh -5, PglD inh -6, EWS-Fli inh -5 and PAX8 inh HTS -14.
For CCCCN(C(=O)CCOc1ccc(OCC)cc1)c1c(N)n(Cc2ccccc2)c(=O)[nH]c1=O the results were S100A4 MyoIIA 0, FN deposition inh 7, ERAP1 inh 1, LGR2 inh -4, PglD inh 3, EWS-Fli inh 2 and PAX8 inh HTS -7.
COc1ccccc1-c1ccc([C@H]2[C@@H](C#N)N(C(=O)CN(C)C)[C@H]2CO)cc1 was read as PGC1a acetyl inh -1, S100A4 MyoIIA -4, FN deposition inh 9, ERAP1 inh -1, LGR2 inh 6, PglD inh 0, EWS-Fli inh -20 and PAX8 inh HTS -7.
Screening Cc1cc(C)cc(NC(=O)NC2CCCCCCC2)c1 returned S100A4 MyoIIA 0, FN deposition inh 2, ERAP1 inh 2, LGR2 inh -12, PglD inh -3 and EWS-Fli inh -13.
For Cc1sc2nc(CSCC(=O)Nc3ccccc3C#N)[nH]c(=O)c2c1C the results were PGC1a acetyl inh -6, FN deposition inh 4, LGR2 inh -4, PglD inh -2 and PAX8 inh HTS 20.
`CCc1nc2c(OCc3ccc(Cl)cc3)cccn2c1N(C)C(=O)c1ccccc1F` gave PGC1a acetyl inh -5, S100A4 MyoIIA 2, FN deposition inh 0, ERAP1 inh -1, LGR2 inh 15, PglD inh 4, EWS-Fli inh 20 and PAX8 inh HTS 15.
Screening C=CCn1c(=O)c(C(=O)Nc2ccc(C)cc2)c(O)c2ccccc21 returned PGC1a acetyl inh -2, S100A4 MyoIIA -1, FN deposition inh 3, ERAP1 inh -1, LGR2 inh -124, PglD inh -2, EWS-Fli inh -26 and PAX8 inh HTS -23.
`O=C(C1=C[C@@H](c2ccc3c(c2)OCO3)C[C@@H](OCc2ccc(CO)cc2)O1)N1CCOCC1` gave S100A4 MyoIIA -1, FN deposition inh 15, ERAP1 inh 1, LGR2 inh -23, PglD inh 1, EWS-Fli inh 1 and PAX8 inh HTS 7.
Screening N#C[C@H]1[C@H](c2ccc(-c3cccc(F)c3)cc2)[C@H](CO)N1C(=O)NC1CCCC1 returned PGC1a acetyl inh -12, S100A4 MyoIIA 2, FN deposition inh 10, ERAP1 inh 0, LGR2 inh -7, PglD inh 0, EWS-Fli inh 14 and PAX8 inh HTS -8.
Screening c1ccc(Oc2nc(NCc3ccco3)nc(NCc3ccco3)n2)cc1 returned PGC1a acetyl inh 2, FN deposition inh -15, PglD inh -4 and PAX8 inh HTS 11.
For CC(C)OC(=O)c1c(NC(=O)CCC(=O)O)sc2c1CCCCC2 the results were S100A4 MyoIIA -5, FN deposition inh -3, ERAP1 inh -1, LGR2 inh -3, EWS-Fli inh 9 and PAX8 inh HTS 4.

Four compounds picked at random from the list so far:
Screening N#C[C@H]1[C@H](c2ccc(-c3cccc(F)c3)cc2)[C@H](CO)N1C(=O)NC1CCCC1 returned PGC1a acetyl inh -12, S100A4 MyoIIA 2, FN deposition inh 10, ERAP1 inh 0, LGR2 inh -7, PglD inh 0, EWS-Fli inh 14 and PAX8 inh HTS -8.
Cc1ccc(SCC(=O)N(C)CC(=O)Nc2cccc(F)c2)cc1 was read as PGC1a acetyl inh 7, S100A4 MyoIIA 21, FN deposition inh -2, ERAP1 inh -6, LGR2 inh -9, EWS-Fli inh -2 and PAX8 inh HTS -5.
For C[C@H]1CN([C@@H](C)CO)S(=O)(=O)c2ccc(C3=CCCCC3)cc2O[C@H]1CN(C)Cc1ccccn1 the results were PGC1a acetyl inh -11, S100A4 MyoIIA -13, FN deposition inh -22, ERAP1 inh 0, LGR2 inh 14, PglD inh -2, EWS-Fli inh 16 and PAX8 inh HTS 0.
For COC(=O)CN1C(=O)C(O)(CC(=O)c2cccc(Br)c2)c2ccccc21 (stereo unspecified) the results were PGC1a acetyl inh 1, S100A4 MyoIIA 6, FN deposition inh -2, ERAP1 inh 0, LGR2 inh -10, PglD inh 1, EWS-Fli inh 28 and PAX8 inh HTS -20.

Remaining list, next part:
For C[C@@H]1CN([C@H](C)CO)C(=O)c2cc(NS(=O)(=O)c3cccs3)ccc2O[C@@H]1CN(C)Cc1ccncc1 the results were PGC1a acetyl inh 5, S100A4 MyoIIA 0, ERAP1 inh -1, LGR2 inh 25, PglD inh 1 and EWS-Fli inh -5.
`CC1(C(=O)Nc2ccc(F)cc2F)CCN1C(=O)Cc1ccccc1` (stereo unspecified) gave S100A4 MyoIIA 0, FN deposition inh 2, ERAP1 inh -2, LGR2 inh -19, PglD inh -2, EWS-Fli inh -10 and PAX8 inh HTS -17.
COCC#Cc1ccc2c(c1)O[C@H](CN(C)S(=O)(=O)c1ccc(C)cc1)[C@H](C)CN([C@H](C)CO)S2(=O)=O was read as PGC1a acetyl inh -2, S100A4 MyoIIA -59, FN deposition inh 7, ERAP1 inh -1, LGR2 inh 1, PglD inh 2 and EWS-Fli inh 18.
Cc1ccc(-c2nnc(N3CCCCCC3)c3ccccc23)cc1 was read as S100A4 MyoIIA 8, FN deposition inh 0, ERAP1 inh -2, LGR2 inh 5, EWS-Fli inh 24 and PAX8 inh HTS -21.
Screening Cc1csc(NC(=O)Nc2ccccc2[N+](=O)[O-])n1 returned PGC1a acetyl inh 7, S100A4 MyoIIA -1, FN deposition inh 13, ERAP1 inh -2, LGR2 inh -134, PglD inh -5, EWS-Fli inh -83 and PAX8 inh HTS -144.
Screening N#C/C(=C\c1ccc(/C=C(/C#N)c2nn(CCO)c(N)c2C#N)cc1)c1nn(CCO)c(N)c1C#N returned PGC1a acetyl inh 5, FN deposition inh -1, LGR2 inh 4, PglD inh -2 and PAX8 inh HTS -7.
CC(C)CC(=O)Nc1nnc(SCC(=O)NCC2CCCO2)s1 (stereo unspecified) was read as S100A4 MyoIIA -2, FN deposition inh 4, ERAP1 inh 1, LGR2 inh 15, PglD inh -1, EWS-Fli inh 3 and PAX8 inh HTS 6.
For CCOC(=O)CCc1c(C)c2ccc(O)cc2oc1=O the results were PGC1a acetyl inh -74, FN deposition inh 5, PglD inh 2 and PAX8 inh HTS -10.
For CN(C)c1nc2n(c(=O)n1)CCO2 the results were PGC1a acetyl inh 6, S100A4 MyoIIA 3, ERAP1 inh -5, LGR2 inh 5 and EWS-Fli inh -17.
CO[C@@H]1CN(C)C(=O)c2ccc(NS(C)(=O)=O)cc2OC[C@@H](C)N(C(=O)C2CCCC2)C[C@H]1C was read as S100A4 MyoIIA 5, FN deposition inh 5, ERAP1 inh 0, LGR2 inh -7, PglD inh -2, EWS-Fli inh -25 and PAX8 inh HTS -62.
`COc1ccc2c(ccc[n+]2CC(=O)c2ccc(C)cc2)c1` gave PGC1a acetyl inh 5, S100A4 MyoIIA 9, FN deposition inh 7, ERAP1 inh 1, LGR2 inh -3, PglD inh -9, EWS-Fli inh 26 and PAX8 inh HTS 19.
CC(NC(=O)Cc1cccs1)C(c1cccs1)N1CCN(c2ccccc2F)CC1 (stereo unspecified) was read as PGC1a acetyl inh -30, FN deposition inh -2, LGR2 inh 21 and PglD inh -1.
For CC1=CC(O)(c2ccccn2)P(=O)(c2ccccc2)C=C1C (stereo unspecified) the results were S100A4 MyoIIA 1, FN deposition inh 10, ERAP1 inh 1, LGR2 inh 2, EWS-Fli inh 1 and PAX8 inh HTS 8.
For COc1ccc(NC(=S)N2CCCC2c2ccc(OC)c(OC)c2)cc1 (stereo unspecified) the results were PGC1a acetyl inh -5, S100A4 MyoIIA 7, FN deposition inh -5, ERAP1 inh -3, LGR2 inh -17, PglD inh 1, EWS-Fli inh -1 and PAX8 inh HTS 21.
Screening COC(=O)CCCC1=CC2=C(c3ccccc3)C(=O)C(C)(OC(=O)C3CCCC3)C(=O)C2=CN1c1ccc(OC)cc1 (stereo unspecified) returned PGC1a acetyl inh 5, S100A4 MyoIIA 0, FN deposition inh 6, ERAP1 inh -1, LGR2 inh -7, PglD inh -3, EWS-Fli inh -11 and PAX8 inh HTS 7.
For Cc1noc(C)c1Cn1c(C)c(C(=O)NCc2ccc3c(c2)OCCO3)sc1=O the results were S100A4 MyoIIA -11, FN deposition inh -3, LGR2 inh -7, PglD inh 1, EWS-Fli inh -3 and PAX8 inh HTS 4.
For CCn1cc(CN2CCc3c([nH]c4ccccc34)C2c2ccc(F)c(OC)c2)c(C)n1 (stereo unspecified) the results were PGC1a acetyl inh 7, S100A4 MyoIIA -3, FN deposition inh -1, ERAP1 inh 0, LGR2 inh -3, EWS-Fli inh -6 and PAX8 inh HTS 58.
Screening Cc1ccccc1CS(=O)(=O)c1cn(CC(=O)N2CCOCC2)c2ccccc12 returned PGC1a acetyl inh 4, S100A4 MyoIIA 0, FN deposition inh -8, ERAP1 inh 3, LGR2 inh 12 and PglD inh 1.
`Cc1cc(N2CCN(S(=O)(=O)c3ccc(C)c(C)c3)CC2)c2ccccc2n1` gave PGC1a acetyl inh -14, S100A4 MyoIIA 2, ERAP1 inh 1, PglD inh 0 and EWS-Fli inh 1.
Screening O=c1[nH]nc(Br)c(=O)n1C(c1ccccc1)c1ccccc1 returned PGC1a acetyl inh -15, S100A4 MyoIIA 2, FN deposition inh 0, ERAP1 inh -6, LGR2 inh 16, PglD inh -6, EWS-Fli inh 3 and PAX8 inh HTS -11.
COC(=O)c1ccc(Nc2cc(C)nc3ccccc23)cc1 was read as PGC1a acetyl inh -17, S100A4 MyoIIA -5, FN deposition inh -12, ERAP1 inh 2, LGR2 inh -17, PglD inh 0, EWS-Fli inh 44 and PAX8 inh HTS 0.
Screening COc1ccc(NC(=O)COC(=O)CCc2nc3ccccc3c(=O)[nH]2)cc1Cl returned PGC1a acetyl inh 2, S100A4 MyoIIA 0, FN deposition inh -2, ERAP1 inh -5, LGR2 inh 4, PglD inh 2, EWS-Fli inh 0 and PAX8 inh HTS -33.
Screening CCOC(=O)c1oc2cc(OCC(=O)OC)ccc2c(=O)c1-c1ccc(OC)c(OC)c1 returned PGC1a acetyl inh -3, S100A4 MyoIIA -6, FN deposition inh -1, ERAP1 inh -4, LGR2 inh -8, PglD inh -28, EWS-Fli inh -11 and PAX8 inh HTS 15.
